# Compound activity as filed in PubChem.
# RAD54 inh: inhibitors of human RAD54 branch migration; Q92698; RAD54 Holliday junction branch migration, FAM/BHQ fluorescence; inhibition, % at 10.4 µM; hit rate 0.14% among 360,000; AID 602329;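 active means mean normalized replicate activity at least 40 and at least half of replicates scoring 40 or more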;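 further: 0% = median of neutral control wells and 100% = median of positive control wells; inhibitors cause a drop in the FAM fluorescence signal; in these data hits start at about 50%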
# Target sequence (Q92698 whole entry, looked up): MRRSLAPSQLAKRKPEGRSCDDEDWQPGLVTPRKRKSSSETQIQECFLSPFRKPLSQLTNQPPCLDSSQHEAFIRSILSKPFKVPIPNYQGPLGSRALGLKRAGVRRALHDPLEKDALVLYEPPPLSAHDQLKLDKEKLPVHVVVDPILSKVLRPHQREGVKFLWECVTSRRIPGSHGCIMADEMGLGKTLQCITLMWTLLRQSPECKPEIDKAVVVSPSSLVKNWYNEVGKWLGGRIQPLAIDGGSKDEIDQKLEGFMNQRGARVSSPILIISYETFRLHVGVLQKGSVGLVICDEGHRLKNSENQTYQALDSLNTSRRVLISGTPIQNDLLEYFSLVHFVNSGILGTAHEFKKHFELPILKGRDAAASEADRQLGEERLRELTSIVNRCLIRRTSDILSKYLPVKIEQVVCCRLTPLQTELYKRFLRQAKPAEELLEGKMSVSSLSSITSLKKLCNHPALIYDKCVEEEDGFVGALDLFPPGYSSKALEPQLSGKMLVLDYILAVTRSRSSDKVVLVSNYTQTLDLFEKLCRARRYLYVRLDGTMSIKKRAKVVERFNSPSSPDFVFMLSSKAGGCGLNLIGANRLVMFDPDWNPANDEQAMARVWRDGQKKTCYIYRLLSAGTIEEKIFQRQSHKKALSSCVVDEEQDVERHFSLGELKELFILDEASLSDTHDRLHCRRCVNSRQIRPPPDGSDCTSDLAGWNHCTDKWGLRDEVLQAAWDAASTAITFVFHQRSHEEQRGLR
# E-selectin induc: E-selectin induction on HUVECs. activation, % at 7.58 µM. hit rate 0.37% among 260,000. AID 686992. P16581. HUVEC E-selectin immunofluorescence imaging; normalized: neutral wells 0, TNF-alpha wells 100;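 active means mean E-selectin-positive cell signal at least 10% of the positive control, reached in at least 60% of replicates, without over 20% cell loss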;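 further: in these data hits start at about 27%; measured in HUVEC primary endothelial cells; signal is the percent of cells scored E-selectin positive by PE staining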
#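 Material: HUVEC primary endothelial cells; Amount: 3,000 cells per well; Dosing: single concentration; Medium: EGM-2 growth medium on 0.1% gelatin-coated wells; Read-out basis: percent E-selectin-positive cells; Signal: immunofluorescence imaging; Control set: TNF-alpha, DMSO.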
# RAD52 inh: inhibitors of human RAD52 DNA annealing; P43351; recombinant RAD52 DNA annealing, FRET fluorescence; inhibition, % at 18.7 µM; hit rate 0.46% among 360,000; AID 651710;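 active means every replicate showing at least 50% inhibition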
# FN deposit inh: fibronectin deposition inhibition; AH1F fibroblasts, Alexa488-fibronectin deposition fluorescence, overnight; inhibition, % at 12.6 µM; hit rate 0.086% among 350,000; AID 743247;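 active means mean inhibition across replicates of 30% or more, regardless of how many single replicates reach that level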;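 further: positive control wells lacked labelled fibronectin entirely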
#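 Material: AH1F fibroblast monolayer depositing Alexa488-labelled fibronectin into matrix | Input: 10000 AH1F cells/well | Medium: DMEM plus 2% serum, read in PBS | Reagent: Alexa488-fibronectin, 24 nM final in well | Compound dosing: One dose per compound, pinned | Schedule: 1 h adhesion, overnight exposure | Measured by: Fluorescence at 485 nm excitation, 525 nm emission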
# EWS-Fli block: inhibitors of EWS/Fli oncoprotein transcriptional activity; A673 NR0B1-luciferase reporter, viability-normalised; inhibition, % at 12.6 µM; hit rate 0.67% among 350,000;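 active means mean inhibition of at least 50% after viability correction, with every replicate also passing that limit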;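 further: firefly luciferase signal divided by Alamar Blue viability fluorescence both relative to DMSO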
# S100A4 MyoIIA: S100A4-myosin IIA interaction inhibition; P26447; S100A4/TAMRA-MyoIIA peptide fluorescence polarization; AID 652163; hit rate 0.14% among 360,000; inhibition, % at 10.7 µM;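 active means mean inhibition of at least 70% across replicates, with every replicate also reaching that level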
# Target sequence (P26447 whole entry, looked up): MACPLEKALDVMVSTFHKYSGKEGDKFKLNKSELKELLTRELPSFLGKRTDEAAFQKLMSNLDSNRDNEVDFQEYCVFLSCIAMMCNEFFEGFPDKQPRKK
#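 System – human S100A4 monomer protein, biochemical binding assay · Buffer or medium – Calcium-containing HEPES buffer, pH 7.2 · Timing – 5 min between mix addition and reading · Also added – TAMRA-labelled myosin IIA heavy-chain peptide probe, 5 nM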
# esBAF inh: blocks esBAF chromatin remodeling in mouse ES cells. Bmi1-luciferase knock-in reporter, 24 h; 100% = twice the neutral-well signal. reporter increase, % at 12.5 µM. hit rate 2% among 350,000; in the data active means activation above about 40%;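 further: 0% = median of the plate's neutral control wells and 100% = double that signal; a rise in the Bmi1 reporter signal indicates esBAF inhibition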
# Xi reactivation: X-chromosome reactivation activator; XiGFP mouse fibroblasts, % GFP-positive cells imaging, 3 d; cells co-treated with 5-aza-dC sensitizer; scaled so ellipticine positive control = 100%; hit rate 0.055% among 360,000; activation, % at 7.58 µM;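 active means mean normalized replicate activation at least 10% and every replicate at or above 10%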;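 further: 0% = median of on-plate neutral control wells and 100% = ellipticine 6 µM median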
#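 Material: XiGFP fibroblasts, SV40-immortalized. Buffer or medium: DMEM plus 5-aza-dC sensitizer. Compound: single concentration per compound, delivered by pin transfer. Times: 3 days compound exposure. Controls: ellipticine 6 µM.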
# * = called active by the depositor; . = no result given.
nr	smiles	RAD54 inh	E-selectin induc	RAD52 inh	FN deposit inh	EWS-Fli block	S100A4 MyoIIA	esBAF inh	Xi reactivation
1	COC(=O)C1=C(C)Nc2c(c(=O)n(C)c(=O)n2C)C1c1ccc(Cl)cc1 (configuration not stated)	-2	0.1	.	13	.	.	0	0.3
2	Cc1nc2nc[nH]n2c(=O)c1C/C=C/c1ccccc1	12	0.2	-16	5	4	0	-2	0.0
3	CNC[C@H]1OCCCC[C@@H](C)Oc2ccc(NC(=O)Cc3ccccc3)cc2C(=O)N([C@H](C)CO)C[C@@H]1C	.	0.0	.	.	-5	.	-1	-0.3
4	Cc1ccc(/C=N/n2c(-c3ccc(Cl)cc3)n[nH]c2=S)o1	.	0.0	-10	-1	-8	-1	.	-0.1
5	Cc1noc(C)c1NC(=O)N(C)C[C@@H]1Oc2c(NS(=O)(=O)c3ccccc3)cccc2C(=O)N([C@@H](C)CO)C[C@H]1C	-2	0.0	2	.	-3	2	-1	-0.2
6	C/C=C/c1cccc(-c2nc(C(=O)N(C)C)cc3c2[C@@H](CCO)N([S@](=O)C(C)(C)C)C3)c1	.	1.0	-36	-4	-6	.	.	0.2
7	CCOC(=O)c1c(C)c(C(=O)NCCN2CCOCC2)c(C)n1C	.	.	-15	.	1	4	-7	.
8	CCC1Nc2ncnc(N3CCCCC3)c2N(Cc2ccc(Br)cc2)C1=O (configuration not stated)	-3	-0.8	-46	-5	-10	-6	-1	0.0
9	C[C@@H]1CN([C@@H](C)CO)C(=O)c2cccc(NC(=O)C3CC3)c2O[C@H]1CN(C)C(=O)Nc1ccccc1	4	0.0	10	.	-1	16	1	0.3
10	C[C@H](CO)N1C[C@H](C)[C@H](CN(C)CC2CC2)Oc2cc(-c3cncnc3)ccc2S1(=O)=O	-9	2.5	6	.	-2	2	-8	-1.0
11	O=C(C1CCCC1)N1CC(=O)N2[C@H](CO)[C@@H](c3ccc(-c4cccnc4)cc3)[C@H]2C1	.	0.7	-14	6	3	0	.	-0.1
12	CCOC(=O)[C@]12CCCC=C1N(CCC1=CCCCC1)C(=O)[C@H](CC(=O)NCCCOC)C2	.	0.6	-55	3	-9	-11	.	-0.2
13	CO[C@@H]1CN(C)C(=O)c2cc(NC(=O)Nc3ccccc3)ccc2OC[C@@H](C)N(C(=O)CC2CC2)C[C@H]1C	.	0.1	.	-10	4	.	4	0.2
14	CNC(=O)C[C@@H]1CC[C@@H]2[C@H](COC[C@@H](O)CN2Cc2ccncc2)O1	-1	-0.1	5	4	-5	0	3	0.3
15	COc1ccccc1C(=O)N/C(=C\c1cn(C)c2ccccc12)C(=O)NCCCN1CCOCC1	-11	.	-21	7	.	2	0	0.1
16	CC(C)NC(=O)Nc1ccc2c(c1)C(=O)N(C)[C@@H]1CC[C@H](CC(=O)NC3CCCCC3)O[C@@H]1CO2	-8	0.1	.	-5	-5	.	0	0.0
17	O=C(CC1SC(=O)N(c2ccccc2)C1=O)Nc1ccc(Br)cc1 (configuration not stated)	-5	-0.3	-17	-6	3	-7	.	0.0
18	COc1ccc(C(=O)NC(=S)Nc2ccc3oc(=O)ccc3c2)cc1OC	-3	-1.8	-5	-4	5	-6	.	0.0
19	C[C@H]1CN([C@@H](C)CO)C(=O)Cc2cc(NC(=O)Nc3cccc4ccccc34)ccc2O[C@H]1CN(C)Cc1ccc(C(=O)O)cc1	7	-0.1	-1	0	-2	27	2	-0.6
20	O=C(Cc1cccnc1)N1CC(=O)N2[C@@H](CO)[C@H](c3ccc(C4=CCCC4)cc3)[C@@H]2C1	.	-0.1	7	2	3	-8	.	0.0
21	Cc1ccc(-c2nc3c(C)cc(Br)cn3c2Cc2ccccc2)cc1	.	-0.1	-42	-1	4	0	.	0.0
22	O=C(C[C@H]1CC[C@@H]2[C@H](COC[C@@H](O)CN2C(=O)Nc2ccccc2)O1)NCCCN1CCOCC1	7	0.0	-7	-3	1	-2	3	-0.1
23	O=C(NCCc1ccccn1)c1nc(Cn2cc(Br)cn2)no1	-7	.	-7	-1	21	-5	-3	0.0
24	COC(=O)CC(c1ccc(C(C)C)cc1)n1cccc1 (configuration not stated)	1	.	-9	-4	6	-4	4	0.1
25	Cc1cccc(NC(=O)CNC(=O)Cc2ccc(S(=O)(=O)N3CCOCC3)s2)c1C	-2	.	-19	0	3	-6	-4	0.0
26	CCOC(=O)c1cc(NC(=O)c2ccccc2)c(=O)n2c1oc1ccccc12	.	1.7	-55	6	-4	-1	.	0.6
27	C[C@]12CC[C@H](O)CC1=CCC1C2CC[C@@]2(C)C1CC[C@@H]2NC(=O)[C@@H](N)CO (some centres not stated)	.	0.0	-1	0	12	-2	.	-0.1
28	COc1ccccc1N1CCN(C(=O)c2ccc(Cn3c(=S)[nH]c4cc5c(cc4c3=O)OCO5)cc2)CC1	-18	0.8	-4	-8	7	12	6	0.3
29	CCOc1ccc2ncc(S(=O)(=O)c3ccccc3)c(N3CCC4(CC3)OCCO4)c2c1	.	.	-7	0	20	0	.	-0.1
30	COc1cccc(NC(=O)Nc2cccnc2)c1	-3	0.2	-9	0	-9	-8	19	-0.1

# Following part:
nr	smiles	RAD54 inh	E-selectin induc	RAD52 inh	FN deposit inh	EWS-Fli block	S100A4 MyoIIA	esBAF inh	Xi reactivation
31	O=C(Nc1ccc(S(=O)(=O)Nc2ncccn2)cc1)c1ccccc1NS(=O)(=O)c1ccc(F)cc1	.	.	-18	-1	7	-8	.	-0.1
32	CCCNC(=O)N1C[C@@H]2[C@H](c3ccccc31)[C@@H](CO)N2C(=O)Nc1ccccc1	0	0.1	-3	.	-4	6	3	0.3
33	Cc1ccc2nc(-c3ccc(NC(=S)NCC(C)(C)CN(C)C)cc3)sc2c1	.	9.3	1	8	6	-2	-14	0.0
34	CC(=O)N1c2ccc(S(=O)(=O)NCC3CCC(C(=O)NCc4ccccc4)CC3)cc2CC1C (configuration not stated)	-10	.	-17	-8	3	1	2	0.2
35	CN(C(=O)c1c[nH]c(=O)cc1C(F)(F)F)c1ccc(Cl)cc1	.	-1.4	-7	2	-3	2	.	0.3
36	Oc1oc(-c2ccc(Br)cc2)nc1C=Nc1ccc(Br)cn1	.	.	-61	-1	-6	1	.	0.1
37	CCN(CC(=O)NCc1cccs1)CC(=O)Nc1c(Cl)ccc(C)c1Cl	4	-0.4	-11	2	7	1	-2	0.7
38	CCN(C(=O)COC(=O)c1c(NC(C)=O)sc(C)c1C)c1c(N)n(Cc2ccccc2)c(=O)[nH]c1=O	0	0.9	-17	2	11	0	-1	0.3
39	COc1ccc(O)c(CNc2ccccc2F)c1	0	2.6	-2	15	1	-6	.	0.0
40	Cc1cc(C(=O)COC(=O)CNC(=O)c2ccccc2)c(C)n1CC1CCCO1 (configuration not stated)	.	-0.1	-9	-1	-10	-30	.	0.2
41	O=C(Nc1ncccc1O)c1ccc(S(=O)(=O)N2CCCC2)cc1	-2	.	6	-1	1	1	-6	0.4
42	C[C@H]1CN([C@@H](C)CO)C(=O)c2cc(NC(=O)Nc3ccc(F)cc3)ccc2O[C@H]1CN(C)Cc1ccc(-c2ccccc2)cc1	-5	-2.1	35	6	18	-3	-2	-1.3
43	C=C1CCN([C@H](C(=O)NCc2ccc(Cl)c(Cl)c2)C(C)C)S(=O)(=O)c2ccccc21	-18	-0.2	-9	-2	5	-3	-5	-0.7
44	CNc1ncnc2c1ncn2[C@H]1CN(Cc2ccc(-c3ccccc3)cc2)C[C@@H](CO)O1	-5	-0.2	-22	-58	0	-3	10	0.0
45	CN(C(=O)COC(=O)c1cc(NS(=O)(=O)c2cc([N+](=O)[O-])ccc2Cl)ccc1O)C1CCCCC1	.	-0.2	.	-3	.	.	10	0.0
46	COc1ccccc1S(=O)(=O)Cc1ccc(C(=O)NC2CC2)o1	2	.	-3	0	-4	1	-3	0.0
47	CCOc1ccc(CCNC(=O)C(C)N2C(=O)CC(C)(C)Sc3ccccc32)cc1 (configuration not stated)	4	0.0	7	-7	11	-2	-12	0.0
48	CCCCN1CCC(CN2C(=S)NC[C@@H]2CC(C)C)CC1	-8	-0.1	-3	-13	-6	2	2	0.6
49	CCOc1ccc(Nc2nc(N)nc(CCl)n2)cc1	-9	.	0	5	48	1	.	0.0
50	CC(C)Oc1ccc(C(CC(=O)O)NC(=O)Cc2ccc(Cl)cc2)cc1 (configuration not stated)	-16	-0.1	-8	3	4	-9	-3	0.0
51	O=C(/C=C/c1cccc([N+](=O)[O-])c1)c1ccc([N+](=O)[O-])o1	11	-0.1	-9	-11	81*	-7	-87	4.1
52	O=C(CSc1nc2ccccc2c(=O)n1-c1ccc(OC(F)F)cc1)NC1CC1	8	-0.2	6	0	-9	65	4	0.0
53	CCCc1cn(CC[C@@H]2CC[C@@H](NC(=O)C3CC3)[C@H](CO)O2)nn1	0	-0.2	-12	-9	-9	8	1	0.0
54	O=C(c1ccc2ncsc2c1)N1CCN(c2nc3ccccc3s2)CC1	9	-0.9	-19	.	.	2	8	0.4
55	CN1C(=O)[C@@](O)(c2cn(C)c3ccccc23)c2cc(Br)ccc21	.	14	-9	4	-11	-3	.	0.0
56	Cc1ccc(S(=O)(=O)N(C)C[C@@H]2Oc3ccc(NC(=O)Nc4ccc(C(F)(F)F)cc4)cc3C(=O)N([C@H](C)CO)C[C@H]2C)cc1	6	1.9	-3	.	0	-8	4	0.1
57	O=C(Cc1ccc2c(c1)CCCC2)Nc1ccccc1Cl	-1	.	-7	.	-21	1	17	.
58	Cc1cccc(CN(C)C[C@@H]2Oc3ncc(C#Cc4ccccc4)cc3C(=O)N([C@H](C)CO)C[C@@H]2C)c1	-6	-6.4	3	1	28	1	-7	15*
59	CC1(C(=O)NCc2cccc(Cl)c2)Cc2c(-c3ccc(C(N)=O)cc3)ccnc2O1 (configuration not stated)	2	0.1	-12	11	23	3	3	0.1
60	COc1cccc(-c2ccc3c(c2)O[C@@H](CN(C)Cc2ccncc2)[C@@H](C)CN([C@@H](C)CO)S3(=O)=O)c1	6	0.1	5	-9	19	-17	0	-0.1
61	CC1(c2ccccc2)NC(=O)N(CC(=O)Nc2ccc(N3CCOCC3)cc2N2CCOCC2)C1=O (configuration not stated)	4	.	2	5	-4	-1	3	0.2
62	COc1ccc(NC(=O)N(C)C[C@H]2Oc3c(NC(=O)c4ccc(-c5nccs5)cc4)cccc3C(=O)N([C@H](C)CO)C[C@@H]2C)cc1	-5	-0.4	7	.	3	-3	-2	-1.3
63	Cc1ccc(S(=O)(=O)N(c2nc(NC(C)C)nc(NC(C)C)n2)n2cnnc2)cc1	-15	.	-12	0	7	-2	.	0.0

# From no. 61 as far as 63, copied from above:
nr	smiles	RAD54 inh	E-selectin induc	RAD52 inh	FN deposit inh	EWS-Fli block	S100A4 MyoIIA	esBAF inh	Xi reactivation
61	CC1(c2ccccc2)NC(=O)N(CC(=O)Nc2ccc(N3CCOCC3)cc2N2CCOCC2)C1=O (configuration not stated)	4	.	2	5	-4	-1	3	0.2
62	COc1ccc(NC(=O)N(C)C[C@H]2Oc3c(NC(=O)c4ccc(-c5nccs5)cc4)cccc3C(=O)N([C@H](C)CO)C[C@@H]2C)cc1	-5	-0.4	7	.	3	-3	-2	-1.3
63	Cc1ccc(S(=O)(=O)N(c2nc(NC(C)C)nc(NC(C)C)n2)n2cnnc2)cc1	-15	.	-12	0	7	-2	.	0.0
